Assay outcomes deposited in PubChem by National Center for Advancing Translational Sciences (NCATS).
p53 reactivation: qHTS assay for re-activators of p53 using a Luc reporter; H1299 p53-A138V BP100-luciferase reporter, luminescence, 24 h; Potency, µM (top dose mostly 92.2 µM), for the others: at the highest dose activity change, positive = activation, most hits filed as activators; 320,000 compounds, 0.063% hits; further: potency means the concentration at half of the fitted maximal effect; % of control where 0% means no effect; nearly all actives have a fitted effect of over 45% in size
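p53-null H1299 cells stably carrying temperature-sensitive p53-A138V and a BP100-luciferase reporter were pinned with compounds (4-point, 1:5 series) and held 24 hrs at 37 deg C. Luminescence was read 10 min after detection reagent.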
TRPV1 agonist: HTS Assay for Compounds that Act as Agonists of the Vanilloid Receptor 1 | TRPV1-expressing cells, Fluo-8 calcium influx, agonist mode | activation, % at 8.33 µM | 320,000 compounds, 0.19% hits; in the data active means activation above about 80%; inconclusive means between about 30% and that limit; further: 0% is about no effect
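Fluo-8 calcium influx in TRPV1-expressing cells, kinetic read (ex 480/em 520 nm). Compound added and read 3 min for agonist activity, followed by capsaicin at EC20 final and 2 min further read for enhancement.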
BRCA1 expr act: qHTS Assay to Identify Small Molecule Activators of BRCA1 Expression; MCF7-BRCA1-FFLuc reporter, luminescence, 48 h; response scale: scaled: vehicle 0%, 10 µM genistein 100%; Potency, µM (titrated, usually from 46.1 µM), inactives show top-dose activation, hits mostly activators; 380,000 compounds, 1.1% hits; AID 624202, 2012; further: potency means the concentration at half of the fitted maximal effect; nearly all actives have a fitted effect of over 80% in size; some results filed as inactive show a strong effect at the top dose
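Luminescence from a BRCA1-driven firefly luciferase in MCF7 cells was the read-out, taken 15 min after substrate addition following 48 h compound exposure at 37 °C. Data were normalized to a 10 microM genistein control and DMSO vehicle.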
CXXC DNA block: qHTS Fluorescence Polarization Assay for Inhibitors of MLL CXXC domain - DNA interaction | 290,000 compounds, 0.037% hits | Potency, µM (titrated, usually from 115 µM), for inactives: top-dose activity change, negative = inhibition, actives largely listed as inhibitors | AID 2662, 2010 | Histone-lysine N-methyltransferase 2A (Homo sapiens), Q03164 | MLL-CXXC / FITC-HOXA9 DNA fluorescence polarization; active means well fitted inhibition curve with a large enough effect in the polarisation, with a control signal flat, not every such curve was filed as active; inconclusive means small, poorly fitted or top-dose-only effect, or effect the other way, or a change in a side signal; inactive means no such curve, though single readings can be large or run the other way; the % refers to the polarisation; further: potency means the concentration at half of the fitted maximal effect
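Fluorescence polarization: 7 uM MLL-CXXC (stock) preincubated 5 min with compounds, then 50 nM fluorescein-HOX-A9 DNA (stock) added; 30 min ambient. Buffer 50 mM Tris-HCl pH 7.5, 50 mM NaCl, 1 mM DTT, 0.05% BSA.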
B2AR arrestin: qHTS assay of beta-arrestin-biased ligands of beta2-adrenergic receptor. Beta-2 adrenergic receptor (Homo sapiens), P07550. beta-arrestin recruitment to beta2AR, cell-based reporter. Potency, µM (titrated, usually from 46.1 µM), for inactives: top-dose activation, hits mostly activators. 330,000 compounds, 0.02% hits. AID 492947, 2010;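 further: potency means the concentration at half of the fitted maximal effect; 0% = DMSO controls and full agonism = EC100 isoproterenol or metaproterenol; nearly all actives have a fitted effect of over 65% in size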
Target sequence (P07550 whole entry, looked up): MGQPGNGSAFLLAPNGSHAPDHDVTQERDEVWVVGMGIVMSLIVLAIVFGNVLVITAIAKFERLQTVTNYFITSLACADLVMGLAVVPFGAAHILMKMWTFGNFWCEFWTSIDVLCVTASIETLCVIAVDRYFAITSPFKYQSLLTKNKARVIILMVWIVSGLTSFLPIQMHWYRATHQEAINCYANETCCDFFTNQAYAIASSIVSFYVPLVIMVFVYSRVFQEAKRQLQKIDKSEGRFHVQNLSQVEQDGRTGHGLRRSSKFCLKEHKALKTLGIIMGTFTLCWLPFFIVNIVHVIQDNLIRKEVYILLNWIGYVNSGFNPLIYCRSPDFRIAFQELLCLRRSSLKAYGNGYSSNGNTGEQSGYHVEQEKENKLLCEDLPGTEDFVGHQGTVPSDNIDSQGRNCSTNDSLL
a7 integrin act: qHTS for Activators of Integrin-Mediated Alleviation for Muscular Dystrophy; alpha7betagal myoblasts, beta-gal FDG fluorescence, 48 h; Potency, µM (top dose mostly 38.3 µM), for the others: at the highest dose activation, hits mostly activators; 350,000 compounds, 0.064% hits; AID 624291, 2012;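 further: potency means the concentration at half of the fitted maximal effect; 100% = response of the positive control SU9516; nearly all actives have a fitted effect of over 60% in size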
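alpha7betagal+/- myoblasts (passage 13, 250/well) treated 48 h at 37C with compounds at 1:260 dilution of DMSO stock. Lysed, then beta-galactosidase activity read as FDG fluorescence (ex 480/em 540) after 30 min, with pre-read for autofluorescence.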
ELG1 repair inh: qHTS screen for small molecules that inhibit ELG1-dependent DNA repair in human embryonic kidney (HEK293T) cells expressing luciferase-tagged ELG1; Potency, µM (series often up to 46.1 µM), for inactives: at the top dose activity change, negative = inhibition, actives largely listed as inhibitors; 330,000 compounds, 2.3% hits; AID 504467, 2011; HEK293T ELG1-luciferase reporter, luminescence, 16 h; DNA damage induced by 5-fluorouridine; further: potency means the concentration at half of the fitted maximal effect; on the % scale 0 is the no-effect control and ±100 the full control effect; nearly all actives have a fitted effect of over 55% in size
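Quantitative HTS, concentration-response format. 2,000 cells/well co-treated with 5-fluorouridine and compound, 16 hr in 5% CO2 at 37 °C; ONE-Glo luminescence read after 30 min.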
PTAP TSG101 blk: qHTS Assay for Iinhibitors of HIV-1 Budding by Blocking the Interaction of PTAP/TSG101 | Fluorescence polarization, FITC-PTAP peptide / Tsg101 binding | Potency, µM (titrated, usually from 115 µM), for inactives: top-dose activity change, negative = inhibition, actives largely listed as inhibitors | 340,000 tested, under 10 active | AID 493005, 2010; active means well fitted inhibition curve with a large enough effect in the main read-out, with a control signal flat, not every such curve was filed as active; inconclusive means small, poorly fitted or top-dose-only effect, or effect the other way, or a change in a side signal; inactive means no such curve, though single readings can be large or run the other way; further: potency means the concentration at half of the fitted maximal effect; % of control where 0% means no effect
Target sequence (Q99816 whole entry, looked up): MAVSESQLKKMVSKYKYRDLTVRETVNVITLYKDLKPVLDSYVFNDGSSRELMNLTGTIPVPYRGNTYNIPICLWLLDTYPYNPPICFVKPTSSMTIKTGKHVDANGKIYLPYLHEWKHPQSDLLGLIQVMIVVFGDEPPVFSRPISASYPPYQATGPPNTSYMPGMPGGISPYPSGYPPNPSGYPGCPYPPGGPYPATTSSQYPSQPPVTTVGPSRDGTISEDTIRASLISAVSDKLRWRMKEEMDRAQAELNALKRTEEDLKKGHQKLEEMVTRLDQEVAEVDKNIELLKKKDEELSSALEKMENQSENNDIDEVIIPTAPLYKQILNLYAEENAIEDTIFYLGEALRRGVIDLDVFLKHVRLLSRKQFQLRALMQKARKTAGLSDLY
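Compounds were pin-transferred onto Tsg101 binding domain (10 uM final) in HEPES pH 7.5 buffer, then FITC-PTAP peptide was added at 50 nM final. After 20 min at RT, polarization reported peptide displacement across a qHTS concentration series.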
TCR act: Activators of T cell receptors: qHTS campaign | Potency, µM (series often up to 9.22 µM), for inactives: top-dose activation of IL-2 secretion, actives largely listed as activators | primary human leukocytes, anti-CD3, IL-2 HTRF, 48 h | 330,000 tested, under 10 active; further: % of control where 0% means no effect
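1) Mix primary human leukocytes, a-CD3 beads and compound. 2) Incubate 48 hr. 3) Add HTRF IL-2 reagents (a-IL-2-K, a-IL-2-d2).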
A-T KAP1 phos: qHTS Assay for Identifying a Potential Treatment of Ataxia-Telangiectasia; […] A-T fibroblasts, KAP-1 phosphorylation AlphaLISA; neocarzinostatin DNA damage 30 min before lysis; Potency, µM (top dose mostly 57.5 µM), for inactives: at the top dose activation, hits mostly activators; 320,000 compounds, 0.19% hits; AID 485349, 2010; further: potency means the concentration at half of the fitted maximal effect; % of control where 0% means no effect; nearly all actives have a fitted effect of over 45% in size
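hTERT-immortalized A-T patient fibroblasts ([…]), 500 cells/well in OPTI-MEM, 1% FBS, got compounds for 60 min, then NCS for 30 min at 37C. Lysates were then assayed for phospho-KAP-1 by AlphaLISA (anti-pKAP1 donor, anti-KAP1 acceptor beads), 6 hr at 25C.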
* = called active by the depositor; ? = inconclusive; / = no result given; & = joins results of further samples; [ ] = remark or other dose. Unless noted, the call rests on the fitted dose curve; in most records, active means well fitted curve in the direction sought with a large enough effect; inconclusive means small, poorly fitted or top-dose-only effect, or another doubt; inactive means no such curve, though single readings can be large; an effect the other way counts as inactive or inconclusive.

Order of values – p53 reactivation	TRPV1 agonist	BRCA1 expr act	CXXC DNA block	B2AR arrestin	a7 integrin act	ELG1 repair inh	PTAP TSG101 blk	TCR act	A-T KAP1 phos
1. CCCCCCCn1c(=O)c(C(=O)OC)c(N)c2ccccc21
    -2%	26	-49%	3%	-0.5%	-38%	?	-11%	-3%	0%
2. CCOC(=O)N1CCN(C(=O)c2ccc([N+](=O)[O-])cc2Cl)CC1
    6%	-1	-2%	-18%	-0.9%	22%	-4%	-6%	-3%	1%
3. O=S(=O)(c1ccc2c(c1)CCCC2)N1CCNCC1
    -7%	-3	-20%	/	0.0%	-27%	5%	-1%	1%	-3%
4. O=C(CSc1nnc(NC2CCCCC2)s1)Nc1ccc2c(c1)C(=O)c1ccccc1C2=O
    19%	2	4.5µM*	3%	0.2%	5%	?	-9%	-3%	-3%
5. COc1ccccc1NC(=O)c1ccc(Cl)c(S(=O)(=O)NCc2ccco2)c1
    -11%	2	-60%	/	0.1%	40%	-14%	-1%	-2%	-7%
6. COc1ccc(CN2CCN(Cc3c[nH]c4ccccc34)CC2CCO)c(F)c1 (centres undefined)
    /	4	-18%	4%	-2.9%	-40%	?	-1%	-19%	15%
7. Cc1ccccc1Cn1c(-c2cncs2)nc2ccccc21
    -16%	1	-18%	2%	0.1%	24%	?	-2%	0%	-4%
8. Cc1ccc(N2C(=O)CC(Cc3cc(C)cc(C)c3)C2=O)cc1 (centres undefined)
    -1%	3	-12%	2%	0.0%	-2%	4%	-5%	-5%	6%
9. COc1cc(OC)c2c(=O)cc(-c3ccccc3)oc2c1
    7%	10	7.9µM*	15%	3.2%	-21%	?	1%	3%	-16%
10. CC(=O)n1c(Cl)c(NC(=O)CCl)c2ccccc21
    -9%	-2	-73%	-4%	-0.9%	-49%[inhibitor]	26µM*	-9%	0%	/
11. COc1ccc(NCC(=O)Nc2cccc(S(=O)(=O)N3CCCC3)c2)cc1Cl
    -3%	/	-44%	/	-0.7%	-37%	0%	-1%	-1%	-2%
12. O=Cc1cn(-c2ccc(F)cc2)c2ccccc12
    -6%	-1	40%	-4%	-0.8%	0%	-6%	-3%	-3%[46.1 µM]	1%
13. CCOc1ccc(C(CC(=O)O)NC(=O)COc2ccccc2OC)cc1OC (centres undefined)
    1%	2	-7%	-6%	0.1%	5%	21%	-5%	-7%	-2%
14. O=S(=O)(Nc1ccccc1)c1ccc(F)cc1
    -1%	-1	1%	5%	-0.8%	-26%	-1%	-8%	-6%	1%
15. COCCNc1nnc(SCC(=O)Nc2cc(-c3ccccc3)nn2-c2ccccc2)s1
    -3%	2	-7%	-1%	0.1%	24%	21µM*	-1%	3%[46.1 µM]	4%
16. CC1=C(C(=O)N2CCN(c3cc(C)ccc3C)CC2)C2(CCCCC2)OC1=O
    -4%	0	-10%	4%	-1.0%	27%	2%	2%	-5%	0%
17. CCC(C)(C)c1ccc(OC(=O)c2cccnc2Cl)cc1
    17%	1	4%	12%	0.1%	-36%	12%	-8%	3%	6%
18. COc1ccccc1N1CCN(C(=O)Nc2cccc(Cl)c2)CC1
    5%	?	49%	1%	-0.3%	17%	?	-4%	4%	-1%
19. O=C1C(CN2CCCC2)CCCC1CN1CCCC1 (centres undefined)
    /	/	-20%	/	/	-33%	/	-1%	0%	/
20. COC(=O)c1c(NC(=O)c2ccc(C)cc2)csc1C
    2%	19	-14%	-5%	-0.1%	-28%	2%	-6%	-9%	2%
21. CCS(=O)(=O)c1ccc(N)cc1
    1%	4	0%	14%	-0.2%	9%	15%	0%	-1%	2%
22. O=C(CSc1ccccc1C(=O)O)NCc1ccccc1
    5%	-1	-4%	3%	0.1%	13%	15%	-2%	4%	1%
23. CCCCCOC(=O)c1[nH]c2c(c1C)C(=O)C(C(=O)OC)C(C)C2 (centres undefined)
    13%	18	56%	-7%	2.5%	-44%	-23%	-7%	0%	/
24. COc1cc(C(=O)NCc2nnc(SCC(=O)NC3CCCCC3)o2)cc(OC)c1OC
    0%	0	-17%	-5%	0.0%	-27%	-11%	0%	-7%	11%
25. CCCN(CCC)CC(O)CN1C(=O)NC(C)(C)C1=O (centres undefined)
    2%	1	0%	-3%	-0.6%	-9%	4%	-4%	1%	4%
26. CCN1CNC(=S)N(c2cc(C)ccc2C)C1
    0%	-2	3%	4%	0.1%	-7%	6%	4%	-3%	7%
27. C#CCOC(=O)c1ccccc1C(=O)O
    9%	0	-13%	3%	-0.4%	30%	8%	1%	1%[46.1 µM]	/
28. COc1cc(NC(=O)c2noc(C)c2[N+](=O)[O-])c(OC)cc1Cl
    26%	0	-66%	-7%	-0.5%	-46%[inhibitor]	9%	-1%	-2%	-9%
29. CC(C)N(C(=O)CSc1nnc(NC2CC2)s1)c1ccccc1
    -11%	5	-1%	/	-0.2%	-25%	25%	-3%	-6%	-5%
30. O=C(NC(=S)NC1CCC(O)CC1)c1ccco1 (centres undefined)
    -1%	/	25%	/	-0.1%	-22%	?	0%	-4%	-5%
31. COCCCNC(=O)Cn1c(=O)n(CC(=O)NCCc2ccc(OC)c(OC)c2)c(=O)c2sccc21
    -2%	-2	1%	-1%	0.2%	2%	10%	-1%	-10%	-4%
32. O=C(CCCN1C(=O)c2cccc3cccc(c23)C1=O)N1CCN(c2ccccc2O)CC1
    -17%	10	-25%	-2%	0.3%	-15%	10µM*	-2%	-7%[46.1 µM]	3%
33. CCOc1ccccc1/C=N/NC(=O)Cc1csc(Nc2cccc(C(F)(F)F)c2)n1
    6%	6	-41%	-4%	-0.5%	-14%	-17%	-8%	2%	-1%
34. COc1cccc(Cn2cc(C(=O)NCCN(C)C)nn2)c1
    2%	-7	1%	5%	4.0%	0%	?	-2%	-3%	-3%
35. CCOc1ccc(N(C)S(=O)(=O)c2ccc3[nH]cc(C(=O)NCCCOC)c(=O)c3c2)cc1
    -3%	1	-13%	31%[activator]	-1.0%	20%	-18%	-6%	-1%	-10%
36. O=C(CCCSc1nc2ccccc2s1)NCc1ccc2c(c1)OCO2
    5%	24	-18%	6%	-0.1%	-11%	3%	-6%	2%[46.1 µM]	-5%
37. COc1cc(/C=C/C(=O)c2c(O)ccc3c(C)cc(=O)oc23)ccc1O
    /	-2	-53%&-8%	?	/	-43%	/	-1%	2%	/
38. COC(=O)Nc1ncc(CN2CCCCC2)s1
    2%	-2	4%	10%	-0.2%	-7%	-2%	-5%	1%	1%
39. Cn1cc(CNCCCn2ncc3ccccc32)c(-c2ccccc2F)n1
    -5%	4	29%	-5%	-0.8%	-29%	-2%	-4%	6%	-2%
40. COc1ccc([N+](=O)[O-])cc1NC(=O)C(C)OC(=O)CSC(C)C(=O)Nc1cc(C)on1 (centres undefined)
    4%	-5	-2%	/	0.3%	4%	13%	0%	-6%	4%

Pulled one by one from the list above (2):
Order of values – p53 reactivation	TRPV1 agonist	BRCA1 expr act	CXXC DNA block	B2AR arrestin	a7 integrin act	ELG1 repair inh	PTAP TSG101 blk	TCR act	A-T KAP1 phos
22. O=C(CSc1ccccc1C(=O)O)NCc1ccccc1
    5%	-1	-4%	3%	0.1%	13%	15%	-2%	4%	1%
31. COCCCNC(=O)Cn1c(=O)n(CC(=O)NCCc2ccc(OC)c(OC)c2)c(=O)c2sccc21
    -2%	-2	1%	-1%	0.2%	2%	10%	-1%	-10%	-4%

The listing continues.
Order of values – p53 reactivation	TRPV1 agonist	BRCA1 expr act	CXXC DNA block	B2AR arrestin	a7 integrin act	ELG1 repair inh	PTAP TSG101 blk	TCR act	A-T KAP1 phos
41. CCOC(=O)c1cnc2c(cnn2C)c1NCCCN(C)C
    -4%	0	2%	6%	0.6%	-59%[inhibitor]	0%	-14%	-2%	2%
42. COC(=O)c1cc(S(=O)(=O)N2CCC(c3ccccc3)C2)c[nH]1 (centres undefined)
    -2%	26	2%	11%	0.3%	3%	?	-6%	-1%	16%
43. CCC(CC)C(=O)Nc1c(C)n(C)n(-c2ccccc2)c1=O
    6%	-1	0%	-1%	-0.1%	1%	0%	-3%	-1%	0%
44. COc1cc(C(=O)NNC(=O)C2CCC2)cc(OC)c1OC
    3%	2	-4%	/	0.0%	13%	-5%	0%	-2%	6%
45. Cc1cccc(CC2CC(=O)N(c3nc4ccccc4s3)C2=O)c1 (centres undefined)
    -2%	-1	0%	2%	-0.1%	14%	-5%	-2%	1%	-4%
46. COc1ccc(-c2nnn(CC(=O)N3CCN(c4ccccc4OC)CC3)n2)cc1OC
    -5%	0	-3%	4%	-0.2%	5%	?	-1%	3%	1%
